Bioassay records: PubChem, several laboratories
Rac1 GTP hydrolysis = MgcRacGAP GTPase-activating activity inhibitors, confirmation, biochemical, ADP Hunter fluorescence; MgcRacGAP-stimulated Rac1 GTP hydrolysis, ADP Hunter fluorescence; higher % means a stronger effect; GST-tagged Rac1 F28L mutant substrate; inhibition, % at 30 µM; hits with a dose series show IC50 in µM; hit rate 0.6% among 340,000;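 active = first-screen hits whose inhibition reached a set limit at any dose in the follow-up dose series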;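 note: fluorescence reports GDP produced by GAP-driven GTP hydrolysis; strong numbers were not always called active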
NTR1 ag = NTR1-driven beta-arrestin-GFP spot formation – imaging, U2OS cells, high content, primary screen (AID 493036) | agonist mode | activation, % at 20 µM | hit rate 0.17% among 330,000;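 active = activation at or above 40% of the spot to cytoplasm intensity ratio, with at least 20 cells analyzed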;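 note: 0% = DMSO without peptide and 100% = 100 nM NTR1 peptide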
Target sequence (P30989 whole entry, looked up): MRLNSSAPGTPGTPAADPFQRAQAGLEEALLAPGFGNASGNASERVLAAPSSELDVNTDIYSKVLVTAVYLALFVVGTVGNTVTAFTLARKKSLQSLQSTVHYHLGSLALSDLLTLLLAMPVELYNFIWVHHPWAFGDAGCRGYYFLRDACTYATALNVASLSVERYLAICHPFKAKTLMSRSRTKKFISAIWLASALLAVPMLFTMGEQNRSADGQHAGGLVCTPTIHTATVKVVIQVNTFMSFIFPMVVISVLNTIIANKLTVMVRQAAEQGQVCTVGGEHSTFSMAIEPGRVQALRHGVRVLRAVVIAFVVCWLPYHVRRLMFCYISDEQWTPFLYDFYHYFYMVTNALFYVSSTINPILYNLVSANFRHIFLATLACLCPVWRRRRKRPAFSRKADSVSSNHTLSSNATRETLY
Salmonella PhoP GFP = inhibitors of PhoP regulon expression, primary screen, Salmonella Typhimurium, GFP reporter (AID 1863); one-dose inhibition, % at 50 µM; IC50 in µM for titrated hits; S. Typhimurium PhoP-regulated promoter GFP reporter, 4 h; higher % means a stronger effect; hit rate 0.16% among 300,000;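 active = inhibition over 29.93%, a cutoff 3 SD above the screen mean, later confirmed by dose response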;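 note: 0% = low Mg2+ inducing control and 100% = high Mg2+ repressing control; strong numbers were not always called active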
LYP phosphatase = PTPN22 lymphoid phosphatase activity blockers – biochemical, fluorescence intensity, uHTS (AID 1779); recombinant LYP phosphatase, fluorescence intensity; higher % means a stronger effect; inhibition, % at 11.5 µM, or IC50 in µM where a hit was titrated; hit rate 0.054% among 290,000; in the data active = inhibition above about 50%;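 note: plate controls were vehicle with enzyme for no effect and no enzyme for full effect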
Myeloid diff 2 = myeloid differentiation induction | ER-HoxA9 myeloid progenitors, lysozyme-GFP differentiation, flow cytometry | AID 624256 | hit rate 1% among 360,000 | calls only at 10 µM;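 active = normalized GFP-positive differentiation at or above the plate's own cutoff, the solvent-only control mean plus 3 SD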;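 note: cells exposed to compound for four days before flow analysis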
Siah-1 displacement = blockers of Siah-1 interaction with plectin peptide – biochemical, fluorescence polarization, rhodamine-plectin, uHTS, primary screen (AID 1817) | Siah-1 / rhodamine-plectin peptide fluorescence polarization; higher % means a stronger effect | one-dose displacement, % at 20 µM; IC50 in µM for titrated hits | hit rate 0.02% among 290,000;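 active = displacement of at least 50% at 20 µM, with a fluorescence ratio check between 0.3 and a set limit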;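 note: plate controls were Siah plus tracer with DMSO for no effect and tracer alone without Siah for full effect; strong numbers were not always called active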
GPR55 antagonists = inhibition of LPI-stimulated GPR55 beta-arrestin translocation – imaging, U2OS, beta-arrestin-GFP, LPI agonist, primary screen (AID 2013) | U2OS GPR55 beta-arrestin-GFP translocation imaging, LPI antagonism; higher % means a stronger effect | inhibition, % at 10 µM, or IC50 in µM where a hit was titrated | hit rate 0.13% among 290,000;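 active = spots per cell inhibited over 60%, with over 100 cells counted and total cytoplasm intensity under 500,000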;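 note: U2OS cells stably carrying GPR55 and arrestin-GFP stimulated by 5 µM LPI near EC80; imaged beta-arrestin-GFP aggregate spots per cell after agonist stimulation; plate controls were LPI-stimulated DMSO wells for no effect and DMSO wells without LPI for full effect; some results filed as inactive read as strong as hits; confirmed hits need IC50 under 10 µM and bright autofluorescent wells are also inconclusive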
GPR35 antagonists = inhibition of zaprinast-stimulated GPR35 beta-arrestin translocation – imaging, U2OS, beta-arrestin-GFP, zaprinast agonist, primary screen (AID 2058); one-dose inhibition, % at 10 µM; IC50 in µM for titrated hits; hit rate 0.052% among 290,000; U2OS GPR35 beta-arrestin-GFP translocation imaging, zaprinast antagonism; higher % means a stronger effect;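 active = inhibition of at least 50% with at least 30 cells and total cytoplasm GFP at most 10,000,000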
HIV peptide binding = cell-free HIV fusion peptide-binding blockers – biochemical, uHTS, fluorescence dequenching, primary screen (AID 1986); cell-free peptide binding, fluorescence dequenching, 30 min; higher % means a stronger effect; inhibition, % at 20 µM; hits with a dose series show IC50 in µM; hit rate 0.3% among 290,000; in the data active = inhibition mostly above about 52%, no sharp cut-off; inactive = mostly below about 76%; note: some results filed as inactive read as strong as hits
NTR1 ag cell count 20 µM = recorded beside NTR1 ag, whose call it bears; cell count; measured here: cell count, cytotoxicity flag
Myeloid diff 2 GFP+ MAC1+ % = further read-out of Myeloid diff 2, marked with its call; GFP+ MAC1+ double positive, %; measured here: differentiation confirmed by MAC1 staining
* = called active by the depositor; i = inactive; . = not tested or not shown.

SMILES	Rac1 GTP hydrolysis	NTR1 ag	NTR1 ag cell count 20 µM	Salmonella PhoP GFP	LYP phosphatase	Myeloid diff 2	Myeloid diff 2 GFP+ MAC1+ %	Siah-1 displacement	GPR55 antagonists	GPR35 antagonists	HIV peptide binding
CCCCc1c(O)nc(SCC(=O)c2ccccc2)n(-c2ccccc2OC)c1=O	-8%	-0.1	70	-14%	0%	i	0.8	12%	7%	-9%	-0.5%
CSc1ccccc1OCc1cc(C(=O)NC(C)Cn2cncn2)no1 (centres undefined)	4%	0.8	48	-5%	-3%	i	1.0	1%	2%	3%	0.5%
Cc1nnsc1-c1c(C(=O)N2CCOCC2)c(C)nn1-c1ccccc1	8%	-0.7	63	3%	-9%	i	0.5	7%	2%	4%	-1.6%
O=C(Nc1ccc(F)cc1)c1ccccc1F	7%	0.0	37	30%	5%	i	7.1	3%	-5%	9%	0.3%
CCn1nc(NC(=O)c2ccncc2)c2cc3cccc(C)c3nc21	6%	3.3	48	-2%	0%	i	0.8	-5%	2%	-3%	-1.2%
COc1cccc(C(=O)N(CN2CCCC2=O)c2cccc(Cl)c2)c1	9%	-1.2	86	0%	-2%	i	1.6	2%	-11%	0%	-2.0%
Clc1ccc(C2=NCCN2)cc1	15%	1.6	89	1%	-5%	i	0.1	-2%	-6%	-21%	1.0%
COc1ccc(CNS(=O)(=O)c2cc3c4c(c2)C(C)C(=O)N4CCC3)cc1 (centres undefined)	13%	-0.8	65	3%	-8%	i	3.7	3%	12%	-14%	1.7%
CCOC(=O)N1CCN(S(=O)(=O)c2c(C)cc(C)cc2C)CC1	17%	1.8	56	9%	-5%	i	0.7	0%	2%	-8%	2.0%
Cc1nnc(NC(=O)c2ccc(Br)o2)s1	.	-0.7	88	3%	-5%	i	0.8	3%	2%	4%	-1.0%
COc1cc(C=C2C(=O)OC(C)(C)OC2=O)cc(Cl)c1OCC(=O)Nc1ccccc1	-7%	0.8	77	0%	-7%	i	0.6	13%	-7%	-4%	34%
COc1ccc(OC)c(C(=O)NC(CC(N)=O)c2ccc(NCc3ccc(F)c(F)c3)c([N+](=O)[O-])c2)c1 (centres undefined)	4%	-0.8	69	-6%	-6%	i	2.1	6%	1%	-2%	-0.5%
CCS(=O)(=O)N1CCC(C(=O)NCCCN2CCC(Cc3ccccc3)CC2)CC1	6%	-0.1	39	3%	-5%	i	6.7	2%	30%	0%	1.1%
CCCCC(=O)N1CCCC(C)C1 (centres undefined)	6%	-1.5	50	9%	-8%	i	0.1	3%	5%	0%	-0.4%
O=C(C[n+]1cc(-c2ccc(F)cc2)n2c1CCC2)Nc1nc(-c2ccccc2)cs1	9%	-3.0	52	15%	-7%	i	0.1	-6%	-2%	-3%	-1.2%
CC1(C)NC(=O)N(CC(=O)O)C1=O	7%	2.6	85	10%	-6%	i	0.7	-1%	-3%	-3%	-1.0%
CCOC(=O)C1(CC)NC(c2ccco2)C2C(=O)N(c3ccc(C)cc3)C(=O)C21 (centres undefined)	-4%	-0.8	96	5%	-10%	i	1.1	-3%	5%	1%	-2.0%
CCCc1ccc2oc(C(=O)NCc3nnc(C)o3)c(C)c2c1	-7%	1.7	45	7%	-9%	i	2.0	1%	-3%	13%	-0.3%
Cc1ccc(NCc2nnc(SCC(=O)N(Cc3ccccc3)C(C)(C)C)o2)c(C)c1	10%	3.7	63	22%	8%	i	6.8	1%	19%	3%	-2.1%
[O-][n+]1onc2c1CCC1N(O)C(c3ccccc3)CC21O (centres undefined)	2%	-0.7	48	16%	-8%	i	0.7	0%	-4%	-22%	1.6%
CC(C)CC(NC(=O)c1ccccc1)C(=O)N/N=C/c1ccco1 (centres undefined)	0%	-0.5	49	5%	1%	i	0.9	6%	7%	11%	22%
CC(C)(C)c1nnc(NC(=O)c2cc(-c3ccccc3)nc3ccccc23)s1	13%	12	48	0%	10%	i	0.5	-3%	4%	14%	3.2%
NC(=O)c1cccc(C(N)=O)n1	-2%	0.0	56	-8%	1%	i	0.1	3%	0%	-2%	-1.3%
CCOc1ncccc1C(=O)Nc1nc(C(C)(C)C)cs1	-26%	5.0	47	-5%	-5%	i	0.5	-2%	10%	-2%	-2.4%
COc1ccc([C@H]2/C=C\CN(C(=O)C3CCCC3)[C@@H](C)C(=O)N2Cc2ccc(F)cc2)cc1	8%	5.3	76	-10%	.	i	3.9	.	.	.	.
Cc1ccc(/C=c2\s/c(=C(/C#N)C(=O)N3CCCC3)n(Cc3ccco3)c2=O)s1	7%	4.1	68	-9%	6%	i	0.8	-3%	5%	6%	18%
O=C(COC(=O)c1ncc(Cl)c(Cl)c1Cl)Nc1cccnc1Cl	-6%	2.5	70	2%	.	i	1.1	.	.	.	.
CC(=O)N1CCN(C(=O)CCC(=O)O)CC1	7%	-0.6	81	-4%	4%	i	0.9	-1%	2%	-8%	0.4%
Cc1ccc(C)c(NC(=O)C2CC(O)CN2C(=O)OCc2ccccc2)c1 (centres undefined)	8%	0.5	53	17%	-14%	i	0.5	2%	3%	-1%	-2.8%
Cc1ccc(C(C)C)c(OCCSc2nc3ccccc3n2CC(=O)O)c1	10%	1.6	45	6%	-2%	i	0.5	5%	9%	8%	4.3%

Some of the entries so far, bar-delimited:
compound | Rac1 GTP hydrolysis | NTR1 ag | NTR1 ag cell count 20 µM | Salmonella PhoP GFP | LYP phosphatase | Myeloid diff 2 | Myeloid diff 2 GFP+ MAC1+ % | Siah-1 displacement | GPR55 antagonists | GPR35 antagonists | HIV peptide binding
CCCc1ccc2oc(C(=O)NCc3nnc(C)o3)c(C)c2c1 | -7% | 1.7 | 45 | 7% | -9% | i | 2.0 | 1% | -3% | 13% | -0.3%
Cc1ccc(NCc2nnc(SCC(=O)N(Cc3ccccc3)C(C)(C)C)o2)c(C)c1 | 10% | 3.7 | 63 | 22% | 8% | i | 6.8 | 1% | 19% | 3% | -2.1%
[O-][n+]1onc2c1CCC1N(O)C(c3ccccc3)CC21O (centres undefined) | 2% | -0.7 | 48 | 16% | -8% | i | 0.7 | 0% | -4% | -22% | 1.6%
CC(C)CC(NC(=O)c1ccccc1)C(=O)N/N=C/c1ccco1 (centres undefined) | 0% | -0.5 | 49 | 5% | 1% | i | 0.9 | 6% | 7% | 11% | 22%
CC(C)(C)c1nnc(NC(=O)c2cc(-c3ccccc3)nc3ccccc23)s1 | 13% | 12 | 48 | 0% | 10% | i | 0.5 | -3% | 4% | 14% | 3.2%
NC(=O)c1cccc(C(N)=O)n1 | -2% | 0.0 | 56 | -8% | 1% | i | 0.1 | 3% | 0% | -2% | -1.3%
CCOc1ncccc1C(=O)Nc1nc(C(C)(C)C)cs1 | -26% | 5.0 | 47 | -5% | -5% | i | 0.5 | -2% | 10% | -2% | -2.4%
COc1ccc([C@H]2/C=C\CN(C(=O)C3CCCC3)[C@@H](C)C(=O)N2Cc2ccc(F)cc2)cc1 | 8% | 5.3 | 76 | -10% | . | i | 3.9 | . | . | . | .
Cc1ccc(/C=c2\s/c(=C(/C#N)C(=O)N3CCCC3)n(Cc3ccco3)c2=O)s1 | 7% | 4.1 | 68 | -9% | 6% | i | 0.8 | -3% | 5% | 6% | 18%
O=C(COC(=O)c1ncc(Cl)c(Cl)c1Cl)Nc1cccnc1Cl | -6% | 2.5 | 70 | 2% | . | i | 1.1 | . | . | . | .
CC(=O)N1CCN(C(=O)CCC(=O)O)CC1 | 7% | -0.6 | 81 | -4% | 4% | i | 0.9 | -1% | 2% | -8% | 0.4%
Cc1ccc(C)c(NC(=O)C2CC(O)CN2C(=O)OCc2ccccc2)c1 (centres undefined) | 8% | 0.5 | 53 | 17% | -14% | i | 0.5 | 2% | 3% | -1% | -2.8%
Cc1ccc(C(C)C)c(OCCSc2nc3ccccc3n2CC(=O)O)c1 | 10% | 1.6 | 45 | 6% | -2% | i | 0.5 | 5% | 9% | 8% | 4.3%

Next part
SMILES	Rac1 GTP hydrolysis	NTR1 ag	NTR1 ag cell count 20 µM	Salmonella PhoP GFP	LYP phosphatase	Myeloid diff 2	Myeloid diff 2 GFP+ MAC1+ %	Siah-1 displacement	GPR55 antagonists	GPR35 antagonists	HIV peptide binding
O=C(CN1CCc2cc3c(cc2C1)OCCCO3)Nc1ccc(S(=O)(=O)N2CCCC2)cc1	8%	2.1	72	-4%	-2%	i	1.0	2%	6%	-2%	1.7%
CS(=O)(=O)N1CCCC(C(=O)NCc2ccc(F)cc2Cl)C1 (centres undefined)	3%	-0.6	53	-11%	-1%	i	2.8	5%	4%	8%	-0.3%
COc1cc(C(=O)CSc2nccn2C)cc(OC)c1OC	-2%	-0.7	51	-7%	-6%	i	0.9	3%	1%	-2%	0.7%
Cc1ccc(Nc2nc(NCCO)nc3c2cnn3C)cc1Cl	14%	3.6	79	6%	-3%	i	0.2	-5%	-2%	65%	-2.1%
Cc1cccc(NC(=O)CCNS(=O)(=O)c2cccc3nsnc23)c1	3%	1.9	85	15%	-1%	i	0.3	-1%	2%	-1%	-2.1%
NC(=O)Nn1c(CCC(=O)O)ccc1-c1ccc(Br)cc1	3%	-0.8	72	-2%	-7%	i	2.7	5%	4%	7%	6.4%
NC(=O)c1ccccc1N(Cc1ccccc1)S(=O)(=O)c1ccccc1	7%	0.0	42	0%	-2%	i	0.2	2%	-1%	-13%	-1.2%
CC(=O)Oc1ccc(C(=O)Nc2cccc(NC(=O)c3ccco3)c2)cc1	2%	-0.9	50	-4%	-3%	i	3.0	-4%	5%	-5%	-1.0%
CCN(CC)c1ccc2c(c1)C(=O)N(C)C2=O	13%	1.0	39	5%	-1%	i	0.4	-1%	-3%	15%	7.5%
Cc1cc(C(F)(F)F)n(-c2nc(C(=O)Nc3ccccc3Oc3ccccc3)cs2)n1	.	.	.	7%	-9%	.	.	14%	2%	29%	1.2%
